Screening results as filed in PubChem BioAssay.
D2 agonist = activates the human D2 dopamine receptor; AID 485358; 0.53% of 340,000 active; HEK293 T-REx D2 cells, calcium flux agonist mode; activation, % at 2 µM;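 active = activation over 3 SD above normal in the single-dose calcium agonist read, cut at about 30% in these data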; also: 0% is about no effect
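Tetracycline-induced HEK293 Trex cells with D2 receptor force-coupled to calcium signaling, plated overnight at 30 C and loaded with no-wash calcium dye. Calcium flux read kinetically for 180 s after compound addition; responses flag agonists.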
D1 potentiator = human D1 dopamine receptor positive modulation | P21728 | HEK293 TREx D1 cells, calcium flux, dopamine EC20 potentiation | potentiation, % at 10 µM | 0.036% of 360,000 active | AID 504651; in the data active = potentiation above about 30%; also: 0% is about no effect
Target sequence (P21728 whole entry, looked up): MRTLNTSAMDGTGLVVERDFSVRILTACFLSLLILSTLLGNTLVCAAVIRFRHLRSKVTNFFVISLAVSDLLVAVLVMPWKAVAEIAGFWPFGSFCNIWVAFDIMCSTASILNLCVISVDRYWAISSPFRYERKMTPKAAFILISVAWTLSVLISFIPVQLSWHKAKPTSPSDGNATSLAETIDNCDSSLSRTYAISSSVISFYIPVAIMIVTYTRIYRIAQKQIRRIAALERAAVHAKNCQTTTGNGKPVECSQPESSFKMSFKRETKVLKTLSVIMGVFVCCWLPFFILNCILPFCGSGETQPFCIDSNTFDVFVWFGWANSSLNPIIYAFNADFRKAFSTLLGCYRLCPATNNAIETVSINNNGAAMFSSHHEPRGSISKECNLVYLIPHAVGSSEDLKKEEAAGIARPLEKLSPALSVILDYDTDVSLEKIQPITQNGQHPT
D2 PAM = positively modulates the human D2 dopamine receptor allosterically; P14416; HEK293 T-REx D2, calcium flux, EC20 dopamine potentiation; potentiation, % at 10 µM; 0.34% of 340,000 active;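 active = potentiation over 3 SD above the plate norm, cut at about 30% in these data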; also: 0% is about no effect
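Potentiation of an EC20 dopamine calcium response measured kinetically over 180 s, after a preceding 180 s compound-only read flagging agonists. Cells: inducible Hek293 Trex D2 line, 4000/well, cultured overnight at 30 C before dye loading.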
TRHR agonist = TRH receptor (human) agonism; P34981; TRHR cells, calcium flux fluo-8, FDSS agonist mode; activation, % at 2 µM; 0.18% of 360,000 active; AID 493084; also: 0% is about no effect
Target sequence (P34981 whole entry, looked up): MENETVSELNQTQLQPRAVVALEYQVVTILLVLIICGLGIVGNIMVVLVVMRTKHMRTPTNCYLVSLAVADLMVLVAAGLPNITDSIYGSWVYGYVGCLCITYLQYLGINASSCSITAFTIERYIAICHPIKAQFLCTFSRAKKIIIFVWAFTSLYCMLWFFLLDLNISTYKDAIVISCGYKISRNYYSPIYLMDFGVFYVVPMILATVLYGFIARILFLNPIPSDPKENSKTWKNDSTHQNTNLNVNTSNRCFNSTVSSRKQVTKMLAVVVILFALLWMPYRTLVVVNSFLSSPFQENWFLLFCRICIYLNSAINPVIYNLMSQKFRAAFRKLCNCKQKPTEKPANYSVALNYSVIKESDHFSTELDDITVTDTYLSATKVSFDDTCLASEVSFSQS
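Read-out: compound-evoked intracellular calcium rise in TRHR cells, fluo-8 dye, kinetic FDSS fluorescence at 1 s/cycle following a 10-cycle baseline. Cells cultured overnight before dye loading (30 min–1.5 h, RT).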
D1 ag = agonists of human D1 dopamine receptor. HEK293 T-REx D1 cells, calcium flux, agonist mode. activation, % at 2 µM. 1% of 360,000 active; also: 0% is about no effect
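Agonism was scored from calcium flux recorded over 180 s (1 read/s) after pintool compound addition, following a 10-cycle baseline. Cells were inducible force-coupled HEK293 TREx D1, plated overnight at 30 C and loaded with no-wash calcium dye.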
TRHR enhancer = allosteric enhancers of human TRH receptor; 0.66% of 360,000 active; TRHR cells, fluo-8 calcium fluorescence, EC20 TRH enhancement; AID 493056; enhancement, % at 2 µM; P34981; in the data active = enhancement above about 30%; also: 0% is about no effect
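Enhancer read-out: after compound pinning and an initial kinetic agonist-mode read, an EC20 of TRH (10 nM final) was injected and fluo-8 calcium signal (Ex 480/Em 530) followed at 1 s/cycle for 100 cycles in TRHR-expressing cells.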
D2 antag = antagonizes the human D2 dopamine receptor. P14416. inhibition, % at 10 µM. HEK293 TREx D2 cells, calcium flux, dopamine EC80. 2% of 340,000 active; in the data active = inhibition above about 30%; also: 0% is about no effect
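Read-out: kinetic calcium fluorescence (1 cycle/s) in inducible HEK293 T-REx D2 cells after an EC80 dopamine addition that followed 180 s compound preincubation. Loss of the dopamine response indicates antagonism.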
RXFP1 antag = RXFP1 (human) relaxin receptor antagonism; HEK293-RXFP1, relaxin-stimulated cAMP HTRF, 30 min; active compounds read low; Q9HBX9; 0.59% of 350,000 active; activity change, negative = inhibition, % at 57.5 µM; AID 1259400;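 active = activity change of -60% or lower, but not beyond a set lower limit; inconclusive = change between -60% and -40%, or beyond the set limit; inactive = change above -40%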; also: % is scaled to controls: 0 for no effect and ±100 for the full control effect
D1 antagonist = human D1 dopamine receptor antagonism; HEK293 TREx D1 cells, calcium flux, dopamine EC80; active compounds read low; AID 504652; activity change, negative = inhibition, % at 10 µM; 3.2% of 360,000 active; in the data active = activity change below about -30%; also: % is scaled to controls: 0 for no effect and ±100 for the full control effect
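After overnight tetracycline induction at 30 C, force-coupled D1 HEK293 cells took up a no-wash calcium dye at room temperature. Compounds were added and monitored 180 s, and the response to EC80 dopamine was then recorded.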
* marks the source's active call; other numbers are inactive results; u = inconclusive; x = no result given; & = joins results of further samples. Rule as the data show it, unless noted: active = activation above about 30%; inactive = the rest.

SMILES	D2 agonist	D1 potentiator	D2 PAM	TRHR agonist	D1 ag	TRHR enhancer	D2 antag	RXFP1 antag	D1 antagonist
COc1cccc(NC(=O)Cc2c(O)c3ccccc3[nH]c2=O)c1	-0.4	-12	-9	1.1	1	31*	-2	9	0
CCC(=O)c1ccc(OCC(=O)N2CCN(C(=O)c3ccccc3)CC2)cc1	0.2	-7	2	-0.2	-1	-3	9	1	-14
CSc1nc(N(C)NC(=O)c2ccc(Cl)cc2)c2ccccc2n1	-0.7	0	-5	-0.2	11	-3	-16	x	-3
Cc1ccc(S(=O)(=O)NCCC(=O)N(C)Cc2cccs2)cc1	0.4	-2	-7	0.5	0	5	-1	7	4
Cc1cc(NC(=O)CCCC(=O)N(c2ccccc2)C(C(=O)NC2CCCCC2)c2cccs2)no1 (configuration not stated)	0.2	2	8	1.0	3	-4	2	-1	-6
CC(=O)c1sc(NC(=O)c2ccc(C)c(C)c2)nc1C	-2.8	0	-2	-0.4	1	1	2	2	4
COc1ccc(-n2c(Cc3cc(=O)[nH]c(=O)[nH]3)nnc2SCc2ccccc2)cc1	-1.6	3	11	-0.6	1	0	-9	x	-7
Cc1c(C(=O)Nc2cnccn2)oc2ccccc12	0.3	3	-1	-0.8	-4	19	10	-22	0
CC(=O)Nc1ccc(N2C(=O)CSC2c2cccc([N+](=O)[O-])c2)cc1 (configuration not stated)	1.2	-2	-6	0.0	4	-1	13	-27	-10
Nc1nnc(CSCc2ccc(Cl)cc2Cl)s1	-1.9	-3	13	-0.3	3	2	-4	4	-11
Cc1cc(NC(=O)CSc2nnc(C3CC3)n2N)c([N+](=O)[O-])cc1C	1.7	-6	-1	-0.1	1	-13	-6	-3	-26
Cc1ccc(S(=O)(=O)NNC(=O)Nc2cccc3ccccc23)cc1	2.6	-4	-3	1.8	3	-6	-8	x	18
CCCCN(C(=O)c1ccc2c(c1)OCCO2)c1c(N)n(CCCC)c(=O)[nH]c1=O	0.4	-3	-3	0.2	2	-9	4	2	-3
COc1ccc(-c2cc(C(=O)Nc3cccnc3)no2)cc1OC	2.4&0.1	1&0	-3&16	1.0&0.7	-1&-1	6&10	-15	-11&-10	1&7
COc1cc2cc(CN(CCCN3CCOCC3)Cc3nnnn3Cc3ccccc3)c(=O)[nH]c2cc1OC	-0.1	-5	-3	0.8	1	-1	11	-5	-2
Cc1ccc(SCc2ccc(C(=O)Nc3cccnc3)cc2)cc1	-0.2	-1	-7	0.1	4	0	-4	-1	-7
C/C(=N\OCc1ccc(C#N)cc1)c1cc2ccccc2o1	0.3	-4	18	0.3	10	-1	5	-27	-1
O=C(CN1C(=O)S/C(=C\C=C\c2ccccc2)C1=O)Nc1ccccc1C(=O)O	-0.3	-2	10	0.1	0	2	0	0	0
CCC1CCCCN1CCCNC(=O)c1ccc2c(c1)N(Cc1ccc(Cl)cc1)C(=O)c1ccccc1S2(=O)=O (configuration not stated)	-0.1	-5	11	0.8	19	-2	x	x	3
C=CCN1C(=O)C(CC(=O)NCC)SC1=Nc1ccccc1CC (configuration not stated)	x	-1	x	-1.0	3	-4	x	7	-24
O=C(OCC(=O)N1CCN(C(=O)c2ccco2)CC1)c1ccc(S(=O)(=O)N2CCCCC2)cc1	0.7	-16	-9	0.2	6	2	-6	-16	-57*
C/C(=N\Nc1nc2c(s1)CCCC2)c1ccc(Cl)cc1	-0.1	-1	0	0.1	2	2	2	-12	3
O=C(C1=COCCO1)N1CCN(C(c2ccccc2)c2ccccc2)CC1	-0.7	-7	3	-0.3	20	27	-12	1	0
CN(C(=O)COC(=O)c1ccc(=O)n(Cc2ccccc2)n1)C1CCCCC1	0.0	0	-2	-0.1	2	4	-1	-9	8
COc1ccc(CCNC(=O)c2cc(-c3ccc(C)cc3O)n[nH]2)cc1OC	0.4	-4	-12	-0.1	4	28	4	0	-1
CC1CN(C2=Nc3cccc4cccc2c34)CC(C)O1 (configuration not stated)	1.2	2	-8	-0.1	-2	-3	2	-10	10
CCCCOn1c(C)c(C(C)=O)c2c3no[n+]([O-])c3ccc21	1.7	4	14	-0.5	4	4	8	-31	44
Cc1ccc(-c2csc(SCC(=O)c3c(N)n(C4CC4)c(=O)[nH]c3=O)n2)cc1	1.1	0	-6	0.3	2	0	3	-11	-10
Cc1nc2ccc([N+](=O)[O-])cc2c(=O)n1Cc1ccc(Br)cc1	1.1	-1	-1	0.7	8	-20	12	1	-23
Cc1cc(Cl)c(OCCn2ccnc2)c(Br)c1	0.6	-1	-13	-0.8	7	0	9	0	-2
Cc1ccc(C(=O)N2CCN=C2SCc2ccc([N+](=O)[O-])cc2)cc1	0.9	-3	7	-1.9	5	0	13	-6	-22
Cc1n[nH]c(=O)c2c(NC(=O)CSc3nnc(C4CC4)n3C)oc(C)c12	-0.3	-6	1	0.3	0	4	8	0	9
COC(=O)C1=C(C(=O)OC)[C@@H]2N(Cc3ccccc3)c3ccccc3[C@@]23C[C@@H](C(=O)OC)N=C3N1	1.0	3	-6	-0.3	2	0	8	x	54
O=C(c1ccc([N+](=O)[O-])cc1[N+](=O)[O-])N1CCN(C(=O)C2CCCO2)CC1 (configuration not stated)	0.3	x	-8	-0.2	7	5	-31	-11	7
COc1ccc(CC(NC(C)=O)C(=O)NC2CCN(S(=O)(=O)c3ccccc3)CC2)c(OC)c1 (configuration not stated)	-1.4	-6	-5	-1.0	2	-9	-6	2	-3
COc1ccc(Cl)cc1NC(=O)CSC1=Nc2ccccc2C2=NC(CC(=O)NCc3cccs3)C(=O)N12 (configuration not stated)	0.0	-3	4	0.7	3	-12	x	-7	2
COc1ccc(/C=N/NC(=O)NC23CC4CC(CC(C4)C2)C3)c(OC)c1	x	2	x	0.2	-1	7	x	-24	7
COc1ccc(CN2C(=O)CS(=O)CC2=O)cc1OC	x	-1	x	-0.3	2	10	x	-13	-14
COc1ccc(-c2nc(C#N)c(NCCc3ccccc3)o2)cc1	-1.8	-2	4	-1.8	-1	-4	26	-11	-5
Cc1cccc(/C=N/NC(=O)c2cccc(NC(=O)c3ccccc3)c2)n1	-1.5	-5	-3	0.0	1	-3	5	-6	-4

Given with two lines to a compound: 6 of the compounds above.
Fields – D2 agonist | D1 potentiator | D2 PAM | TRHR agonist | D1 ag | TRHR enhancer | D2 antag | RXFP1 antag | D1 antagonist
- O=C(c1ccc([N+](=O)[O-])cc1[N+](=O)[O-])N1CCN(C(=O)C2CCCO2)CC1 (configuration not stated)
    0.3 | x | -8 | -0.2 | 7 | 5 | -31 | -11 | 7
- COc1ccc(CC(NC(C)=O)C(=O)NC2CCN(S(=O)(=O)c3ccccc3)CC2)c(OC)c1 (configuration not stated)
    -1.4 | -6 | -5 | -1.0 | 2 | -9 | -6 | 2 | -3
- COc1ccc(Cl)cc1NC(=O)CSC1=Nc2ccccc2C2=NC(CC(=O)NCc3cccs3)C(=O)N12 (configuration not stated)
    0.0 | -3 | 4 | 0.7 | 3 | -12 | x | -7 | 2
- COc1ccc(/C=N/NC(=O)NC23CC4CC(CC(C4)C2)C3)c(OC)c1
    x | 2 | x | 0.2 | -1 | 7 | x | -24 | 7
- COc1ccc(CN2C(=O)CS(=O)CC2=O)cc1OC
    x | -1 | x | -0.3 | 2 | 10 | x | -13 | -14
- COc1ccc(-c2nc(C#N)c(NCCc3ccccc3)o2)cc1
    -1.8 | -2 | 4 | -1.8 | -1 | -4 | 26 | -11 | -5

Next structures follow:
SMILES	D2 agonist	D1 potentiator	D2 PAM	TRHR agonist	D1 ag	TRHR enhancer	D2 antag	RXFP1 antag	D1 antagonist
CC(OC(=O)c1ccc(F)c(S(=O)(=O)N2CCOCC2)c1)C(=O)NC1CCCC1 (configuration not stated)	x	-4	16	0.6	4	12	x	-5	1
COc1cccc(Nc2c([N+](=O)[O-])cncc2[N+](=O)[O-])c1	0.1	3	-2	0.5	2	8	-14	23	-1
CSc1nc(=S)cc(C)[nH]1	0.9	3	5	0.2	5	-6	-3	u	1
COC(=O)c1ccccc1NC(=S)N1CCC(N2CCCCC2)CC1	0.5	-2	4	0.7	2	-1	-1	5	5
COc1ccc(-c2csc(NC(=O)COC(=O)Cc3ccc(Cl)cc3Cl)n2)cc1	0.3	-2	-6	0.7	2	-15	4	x	-5
O=C(NCCc1csc(-c2ccc(F)cc2)n1)c1ccco1	x	-1	-2	0.0	-1	2	x	3	-3
CC/C(=N\NC(=O)C1CC1)c1cccc(Cl)c1	-0.9	-4	4	0.3	1	-2	5	x	-11
O=C(Oc1cccc(F)c1)c1ccc2c(=O)n3c(nc2c1)CCC3	-0.5	-8	0	0.0	12	-7	15	3	-16
CSc1nnc2c(n1)c(C)nn2-c1ccc(C)cc1	0.0	-5	-9	-0.2	-4	-4	9	-8	19
CCc1ccccc1N1CC(c2nc3ccccc3n2CCCCOc2ccccc2)CC1=O (configuration not stated)	-0.2	0	6	0.8	25	-7	x	-12	-14
O=C(c1ccc2ccccc2n1)N1CCN(Cc2c(F)cccc2Cl)CC1	2.3	x	-3	-0.4	4	7	11	-6	-5
Cc1cc(=O)oc2c3c(cc(OCC(=O)NC(C)C)c12)OC(C)(C)CC3	-1.6	-8	7	-1.4	0	-12	1	29	3
Cc1cc(C)c(S(C)(=O)=O)c(S(=O)(=O)c2ccc(Cl)cc2)n1	0.0	-5	-4	0.0	0	-4	-6	-6	9
O=C(COC(=O)c1cccs1)Nc1cccc(Cl)c1	0.0	3	-7	0.5	2	-1	2	-4	17
O=C(Nc1ccc(F)cc1)C1CCN(C(=O)NCc2ccccc2)CC1	-0.3	3	2	-1.5	0	11	-6	4	-3
Cc1ccc(OCCC(=O)N(CC(=O)Nc2ccccc2C(F)(F)F)Cc2ccco2)cc1	-0.1	6	3	1.2	8	-1	-3	-12	-24
Cc1ccc(-n2c(SCC(=O)NCc3ccco3)nc3sc(C)c(C)c3c2=O)cc1	-0.7	2	-4	-0.1	2	3	-2	4	-2
Cc1ccc2c(c1)N(C(=O)CCC(=O)NCc1cccc(Br)c1)CC(C)O2 (configuration not stated)	0.7	-10	-12	-0.9	5	4	-2	9	30
O=C(NC(=S)Nc1ccc(Oc2ccccc2)cc1)c1ccc(Cl)cc1	-0.3	-3	5	0.8	1	-4	-36	-4	x
CCOc1ccc(S(=O)(=O)N2CCN(C(=O)C3CCC3)CC2)cc1	-0.7	0	1	-0.1	6	-2	13	-7	-1
c1ccc2c(c1)nc1n2CC2CON(C3CCCCC3)C12 (configuration not stated)	0.1	3	-4	-0.3	4	3	37*	x	-10
O=C(COC(=O)c1ccc(NS(=O)(=O)c2cccs2)cc1O)NC1CCCCC1	-0.1	-7	20	0.0	1	-1	13	-3	-10
CC1Sc2ccc(S(=O)(=O)CCC(=O)N3CCN(c4ccccc4F)CC3)cc2NC1=O (configuration not stated)	-0.6	-6	4	0.3	9	0	-3	9	-11
Cc1ccc(N2C(S)=C(C#N)C(=O)NC2c2cccs2)cc1 (configuration not stated)	-0.2	2	1	-0.2	3	-8	24	5	-8
Cc1nc(N)sc1C(=O)N/N=C/c1ccco1	2.9	-1	4	0.4	3	5	7	-12	-11
COc1ccc(Nc2nc3ccccc3nc2C)cc1	0.3	-6	2	1.6	2	15	-4	-2	-3
